# Siah-1 displacement: Siah-1 peptide-binding antagonists, primary screen, biochemical, fluorescence polarization, rhodamine-plectin, uHTS (AID 1817); one-dose displacement, % at 20 µM; IC50 in µM for titrated hits; Siah-1 / rhodamine-plectin peptide fluorescence polarization; higher % means a stronger effect; hit rate 0.02% among 290,000;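 active = displacement of at least 50% at 20 µM, with a fluorescence ratio check between 0.3 and a set limit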;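 note: plate controls were Siah plus tracer with DMSO for no effect and tracer alone without Siah for full effect; strong numbers were not always called active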
# HEK293 NOD2/NF-kB: inhibition of NOD2-driven NF-kB reporter – cell-based, luminescence, uHTS, HEK293 (AID 1566); inhibition, % at 4 µM, or EC50 in µM where a hit was titrated; hit rate 0.63% among 290,000; HEK293 NOD2/NF-kB luciferase reporter, luminescence; higher % means a stronger effect; note: many of its hits are not listed in these tables
# AID2073: disruptors of CaV2.2 binding to Mint1 – biochemical, HTRF (AID 2073); HTRF protein-protein interaction, Mint1-CaV2.2; higher % means a stronger effect; inhibition, % at 20 µM; hits with a dose series show IC50 in µM; hit rate 0.19% among 290,000; in the data active = inhibition mostly above about 51%, no sharp cut-off; note: some results filed as inactive read as strong as hits
# XIAP displacement: small molecules displacing peptide from XIAP – biochemical, IAP family, fluorescence polarization (AID 1018); XIAP BIR domain, fluorescence polarization peptide displacement; higher % means a stronger effect; hit rate 0.007% among 200,000; displacement, % at 20 µM; hits with a dose series show IC50 in µM; in the data active = displacement above about 50%; note: a part of the inactive calls stands beside numbers as strong as those of hits
# Dengue-2 NS5 capping: Dengue-2 NS5 methyltransferase inhibitors, primary screen, biochemical, confirmation dose response (AID 588689) | Dengue-2 NS5 methyltransferase capping enzyme assay, biochemical; higher % means a stronger effect | hit rate 0.3% among 340,000 | inhibition, % at 25 µM; hits with a dose series show IC50 in µM; in the data active = a potency from the dose series
# Lipid droplet: modulators of hepatic lipid droplet formation; inhibition, % at 6.5 µM; hit rate 0.4% among 240,000; AML12 mouse hepatocytes, oleate lipid droplets, BODIPY imaging; AID 1656;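 active = lipid droplet intensity inhibited by at least 50%, with more than 500 cells counted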
#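 Assay system: AML12 hepatocytes (mouse) / Also added: 100 µM oleic acid challenge / Times: overnight treatment with compound plus oleate / Detection: high-content imaging of BODIPY-stained droplets and DAPI nuclei / Evaluation: % inhibition of lipid droplet signal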
# LYP phosphatase: inhibitors of LYP phosphatase, biochemical, fluorescence intensity, uHTS (AID 1779); recombinant LYP phosphatase, fluorescence intensity; higher % means a stronger effect; inhibition, % at 11.5 µM; hits with a dose series show IC50 in µM; hit rate 0.054% among 290,000;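 note: plate controls were vehicle with enzyme for no effect and no enzyme for full effect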
# Myeloid diff MLP: myeloid differentiation induction; calls only at 10 µM; hit rate 1% among 360,000; ER-HoxA9 myeloid progenitors, lysozyme-GFP differentiation, flow cytometry;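 active = normalized GFP-positive differentiation at or above the plate's own cutoff, the solvent-only control mean plus 3 SD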;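 note: cells exposed to compound for four days before flow analysis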
# HIV peptide binding: inhibitors of HIV fusion peptide binding, primary screen, biochemical, uHTS, fluorescence dequenching (AID 1986); cell-free peptide binding, fluorescence dequenching, 30 min; higher % means a stronger effect; inhibition, % at 20 µM; hits with a dose series show IC50 in µM; hit rate 0.3% among 290,000; in the data active = inhibition mostly above about 52%, no sharp cut-off; inactive = mostly below about 76%; note: some results filed as inactive read as strong as hits
# Lipid droplet cells 6.5 µM: recorded beside Lipid droplet, whose call it bears; cell count; measured here: cell count, cytotoxicity flag;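 cells counted across two imaged fields per well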
# Dengue-2 NS5 capping pilot replicate: recorded beside Dengue-2 NS5 capping, whose call it bears; inhibition, %; measured here: pilot screen replicate inhibition
# Myeloid diff MLP GFP+ MAC1+ %: also measured in Myeloid diff MLP; calls as there; GFP+ MAC1+ double positive, %; measured here: differentiation confirmed by MAC1 staining
# Active calls of the source: *; i = inactive; / = no result given. Cut-off read from the data, not from the text of the source, unless noted: active = inhibition above about 50%; inactive = the rest. A portion of the library; count on the stated rates, not on these rows.
SMILES,Siah-1 displacement,HEK293 NOD2/NF-kB,AID2073,XIAP displacement,Dengue-2 NS5 capping,Lipid droplet,Lipid droplet cells 6.5 µM,LYP phosphatase,Myeloid diff MLP,Myeloid diff MLP GFP+ MAC1+ %,HIV peptide binding,others
COC(=O)c1ccc(NC(=O)Nc2ccccc2F)cc1,2%,-167%,6%,-0.9%,-14%,8,749,-8%,i,0.7,1.2%,
CCn1c(=O)c(C(=O)CN2CCN(S(=O)(=O)c3ccccc3)CC2)c(N)n(Cc2ccccc2)c1=O,-3%,-3%,-7%,-1.5%,-10%,-22,664,-6%,i,0.1,-2.1%,
Cc1onc(-c2ccc(Cl)cc2Cl)c1C(=O)/C=C/N(C)C,-1%,12%,7%,/,-9%,26,719,5%,i,0.7,2.0%,
C/C(=N\NC(=O)CN(c1ccc(C)cc1)S(C)(=O)=O)c1cccs1,10%,6%,-2%,-3.8%,0%,24,747,-5%,i,1.0,1.7%,
Cc1cc2oc(=O)cc(COC(=O)c3n[nH]c4ccccc34)c2cc1C,2%,-8%,3%,-5.4%,-4%,20,772,-5%,i,0.7,-2.1%,
COCCCNC(=O)/C(C#N)=C/c1c(N2CCN(C)CC2)nc2c(C)cccn2c1=O,5%,8%,18%,/,-7%,-15,771,-26%,/,/,0.8%,
CC(=O)N/C(=C\c1ccc(F)cc1)C(=O)OC(C)C,-1%,9%,0%,-6.9%,-4%,13,685,-7%,i,0.3,0.8%,
CCOc1ccccc1C1c2[nH]c3ccccc3c2C[C@H]2C(=O)N(C3CCN(Cc4ccccc4)CC3)CC(=O)N12 (some centres undefined),-1%,1%,17%,/,-5%,2,795,-2%,i,0.1,-0.1%,
CC(C(=O)Nc1cccc(C#N)c1)N(C)CCOc1ccccc1 (centres undefined),2%,19%,14%,/,-2%,-1,740,-12%,i,2.0,-1.6%,
O=C(CNC(=O)c1cccs1)OCC(=O)c1ccc2ccccc2c1,3%,2%,9%,-5.1%,-3%,/,/,-12%,i,0.5,-0.2%,
S=C(NCCc1ccccc1)Nc1ccc(Br)cc1,4%,-25%,-19%,-4.8%,-3%,15,545,2%,i,0.6,0.0%,
O=C(N(c1ccccc1)c1ccccc1)n1ccnc1,9%,15%,-1%,-1.3%,5%,-8,740,1%,i,2.1,-1.3%,Dengue-2 NS5 capping pilot replicate=-2.4
CC(=O)CCC1C2C(O)C(C(C)C)C(OC(=O)/C=C/c3ccccc3)CC12C (centres undefined),2%,-6%,4%,/,-4%,-26,684,7%,i,1.9,0.9%,
CC(=O)NC1=NN(C(C)=O)C(C)(c2ccc(C)cc2)S1 (centres undefined),5%,2%,4%,-3.5%,-2%,-4,598,-2%,i,0.2,-1.4%,
COc1cccc(NC(=O)N2CCCC2C(=O)NC2CC2)c1 (centres undefined),-5%,-14%,1%,-6.3%,-9%,-12,679,-13%,i,2.1,-1.0%,
CN(Cc1cn(C)nc1-c1ccc(Oc2ccccc2)cc1)Cc1cnc2ccccn12,12%,25%,5%,-1.4%,-3%,-4,743,-8%,i,0.8,-0.4%,
CCC(=O)N1CCc2cc(S(=O)(=O)N3CCCCCC3)ccc21,-2%,23%,9%,/,-4%,8,701,-7%,i,3.9,-0.1%,
COc1ccc(C2c3ccc(O)cc3Oc3ncn(Cc4ccco4)c(=N)c32)cc1 (centres undefined),-4%,7%,-22%,/,-10%,-9,692,1%,i,0.1,22%,
COc1cccc(-c2csc(N3CCN(C(=S)NCC(C)C)CC3)n2)c1,1%,41%,-22%,/,/,/,/,0%,i,1.1,2.1%,
CN(c1ccccc1C(=O)Nc1ccc(F)c(Cl)c1)S(C)(=O)=O,8%,-8%,-8%,-4.8%,0%,-1,675,-6%,i,0.9,1.0%,

# 3 neighbouring compounds already listed, quoted:
SMILES,Siah-1 displacement,HEK293 NOD2/NF-kB,AID2073,XIAP displacement,Dengue-2 NS5 capping,Lipid droplet,Lipid droplet cells 6.5 µM,LYP phosphatase,Myeloid diff MLP,Myeloid diff MLP GFP+ MAC1+ %,HIV peptide binding,others
COC(=O)c1ccc(NC(=O)Nc2ccccc2F)cc1,2%,-167%,6%,-0.9%,-14%,8,749,-8%,i,0.7,1.2%,
CCn1c(=O)c(C(=O)CN2CCN(S(=O)(=O)c3ccccc3)CC2)c(N)n(Cc2ccccc2)c1=O,-3%,-3%,-7%,-1.5%,-10%,-22,664,-6%,i,0.1,-2.1%,
Cc1onc(-c2ccc(Cl)cc2Cl)c1C(=O)/C=C/N(C)C,-1%,12%,7%,/,-9%,26,719,5%,i,0.7,2.0%,

# (more compounds)
SMILES,Siah-1 displacement,HEK293 NOD2/NF-kB,AID2073,XIAP displacement,Dengue-2 NS5 capping,Lipid droplet,Lipid droplet cells 6.5 µM,LYP phosphatase,Myeloid diff MLP,Myeloid diff MLP GFP+ MAC1+ %,HIV peptide binding,others
S=C(Nc1ccc(Br)cc1)N1CCN(C2CCCCC2)CC1,-2%,-16%,-48%,-3.8%,-2%,0,602,0%,i,5.6,0.5%,
Nc1nc2c3ccccc3nc(C3CC3)n2n1,5%,2%,1%,2.7%,0%,2,764,-8%,i,1.2,0.5%,
CCOC(=O)c1c(N)sc2c1CCC1C(=O)N(C3CCCCC3)C(=O)C21 (centres undefined),4%,-44%,35%,-9.4%,-5%,-5,706,2%,i,0.7,14%,
C=CCn1c(CCCNC(=O)c2ccccc2OC)nc2ccccc21,-2%,-6%,-5%,-4.7%,-5%,-18,704,-5%,i,0.5,0.1%,
O=C(Cn1nnc(-c2ccc3c(c2)OCO3)n1)N1CCOCC1,0%,6%,5%,-3.0%,1%,3,687,-4%,i,0.3,-0.9%,
COc1cc(-c2nnn(CC(=O)NCc3ccccc3)n2)cc(OC)c1OC,1%,8%,2%,-12%,-4%,6,693,5%,i,0.7,0.0%,
COC(=O)c1sc2nc(-c3ccco3)ccc2c1N,2%,-84%,5%,-4.6%,15%,/,/,0%,i,0.6,0.7%,
N#CCc1ccc(NC(=O)c2ccc(S(=O)(=O)N3CCOCC3)cc2)cc1,6%,-4%,6%,/,-8%,-10,779,-12%,i,1.0,1.8%,
Cc1ccc(S(=O)(=O)N/N=C/c2ccc(OCC(=O)N3CCOCC3)cc2)cc1,8%,5%,-4%,-4.1%,-8%,-15,688,7%,i,0.3,-0.5%,
O=C(NC(=S)Nc1cnc2ccccc2c1)c1ccccc1,-5%,-97%,-2%,-4.2%,-5%,10,700,-3%,i,0.6,-0.9%,
O=C(CSc1ccc(-c2ccc3c(c2)OCO3)nn1)Nc1nccs1,2%,-26%,10%,-4.7%,-8%,6,672,-11%,i,0.9,-2.0%,
CCOc1ccc2[nH]c3c(N4CCN(c5ccccn5)CC4)ncnc3c2c1,-1%,14%,4%,-1.9%,-4%,-8,694,0%,i,2.6,-3.0%,
Cc1ccc2c(NC(=O)c3ccc(Br)o3)cccc2n1,8%,4%,2%,/,-4%,-1,685,-5%,i,8.3,-0.5%,
COCCNC(=O)c1onc(CSc2ccncc2)c1C(=O)NCCOC,2%,9%,4%,/,-1%,/,/,-6%,i,3.0,-2.1%,
CCOC(=O)C1CCN(C(=O)CCc2ccc(S(=O)(=O)NCC(C)C)cc2)CC1,-4%,20%,6%,/,/,-2,817,-12%,i,0.6,0.2%,
CCOC(=O)N1CCN(Cc2nc3cc(NC(=O)c4cccs4)ccc3n2CC)CC1,5%,11%,3%,/,-5%,22,687,-8%,i,0.6,1.2%,
COc1cc(C(=O)NCCOc2ccccc2C)c(Br)c(OC)c1OC,-12%,14%,-5%,-7.0%,-8%,-5,731,-5%,i,0.0,-1.6%,
CCOC(=O)N1CCC(N2Cc3cccc(C(=O)Nc4ccc(OCC)cc4)c3C2=O)CC1,-3%,23%,10%,/,-5%,13,785,-4%,i,0.8,0.7%,
CCc1ccc(NC(=S)N2CCCCCCC2)cc1,5%,-61%,-13%,-4.6%,-3%,4,634,-6%,i,0.9,2.0%,
NS(=O)(=O)c1cccc(NC(=O)CSc2ncc(C(F)(F)F)cc2Cl)c1,5%,15%,15%,-13%,2%,2,675,-6%,i,0.4,-3.5%,
Cc1cc(Cl)cc2c(N=Nc3ccccc3C(=O)O)c(O)[nH]c12,-8%,-5%,16%,/,7%,-31,831,8%,i,1.0,57%,
Cc1cccn2c(=O)c(C=O)c(Nc3ccccc3)nc12,-2%,2%,5%,/,-7%,0,750,-9%,/,/,0.3%,
CC12CN(Cc3ccccc3)CC(C)(CN(Cc3ccccc3)C1)C2=NO,-9%,10%,-14%,-1.2%,5%,/,/,-12%,i,1.5,0.8%,
O=C(CS(=O)(=O)Cc1ccccc1)Nc1ccccn1,1%,9%,-6%,-4.9%,-5%,2,745,-6%,i,1.0,0.8%,
Oc1ccccc1CN1CCN(C(c2ccccc2)c2ccccc2)CC1,-3%,11%,-8%,/,-4%,/,/,-12%,i,0.2,0.1%,
COC(=O)CCNc1ccc2c(c1)OCCO2,0%,14%,-6%,0.0%,4%,/,/,-4%,i,0.7,-1.4%,
Clc1ccc(-n2nnnc2-c2cnc3ccc(Cl)cc3c2-c2ccccc2)cc1,-5%,-25%,-1%,/,4%,-5,697,-1%,i,0.2,0.1%,
Cc1ccc(-n2c(SCC3CCCCO3)nnc2-c2ccco2)cc1 (centres undefined),3%,17%,-1%,-0.1%,7%,16,763,-1%,i,1.8,-1.7%,
COc1ccc(S(=O)(=O)N2CCCc3ccccc32)cc1OC,2%,9%,-2%,/,-7%,2,656,-11%,i,0.7,1.4%,
CCN1CCN(C(=O)c2cc3sccc3n2CC(=O)c2ccccc2)CC1,4%,-4%,-8%,-1.9%,-10%,-12,796,-5%,i,6.0,5.9%,
C=CCn1nnnc1SCC(=O)Nc1cccc(OC)c1,6%,2%,0%,-2.2%,-4%,/,/,-6%,i,7.1,3.2%,
O=C(CNc1ccccc1-c1ccccc1)NCc1ccccc1,7%,10%,-6%,-2.3%,-5%,-10,675,-5%,i,0.7,0.7%,
CCOC(=O)c1oc2c(c1C)C(=O)CCC2,-2%,8%,7%,-4.1%,-8%,30,731,-8%,i,1.0,0.2%,
O=C(NCc1ccccn1)c1ccc2c(=O)n(CCc3ccccc3)c(=O)[nH]c2c1,0%,20%,5%,-9.0%,-3%,0,711,-6%,i,0.4,1.5%,
CC(C)C(C(=O)O)N1CCS(=O)(=O)CC1 (centres undefined),5%,8%,-7%,-7.6%,5%,10,726,-7%,i,0.1,0.2%,
O=c1[nH]n(CCO)c(=O)c2cccnc12,16%,12%,-21%,/,-7%,33,710,-2%,i,0.4,-1.4%,
Cn1c(=O)[nH]c(=O)c2c1nc(NC1CCCCC1)n2Cc1ccccc1,5%,9%,-6%,-4.1%,-5%,/,/,-9%,i,1.3,-0.8%,
Cc1ccc(C(=O)/C=C/Nc2ccc(S(=O)(=O)Nc3onc(C)c3C)cc2)cc1,-4%,-2%,8%,-3.2%,1%,30,702,-1%,i,0.8,8.3%,

# Source: PubChem
